Screening results as filed in PubChem.
TTR transcr act – TTR transcription activation, primary screen. SH-SY5Y TTR promoter Gaussia luciferase, luminescence; 100% = recombinant luciferase protein wells. activation, % at 16.7 µM. 92,000 tested, 1.3% active. AID 1117267;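 active = activation above the mean of all tested compounds plus 3 SD, cut at about 9.5% in these data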;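 note: cells exposed to compounds for one day before reading; 0% = median of all test compound wells on the plate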
Starred values were filed as active, the others as inactive. A portion of the library (hit frequency here may not be typical).

SMILES	TTR transcr act
Cc1ccc(Cl)cc1N1CCN(Cc2cc3c(cc2O)CCC3)CC1	2.5
Nc1nnn(CC(=O)N/N=C/c2cccc3ccccc23)n1	0.9
COc1ccc(OC)c(NC(=S)N2CCc3ccccc3C2)c1	0.1
CCCCNS(=O)(=O)c1ccc2nc(-c3cccnc3)cc(C(=O)NCCCOC)c2c1	-1.1
CCC1=NN(C(=O)Cc2ccc([N+](=O)[O-])cc2)C(O)(c2ccc(Br)cc2)C1 (stereo not given)	4.1
Cc1ccc[n+](CC(=O)Nc2cccc(Cl)c2)c1	-1.9
CC(C)(C)c1ccc(C(=O)NCc2nnc(SCC(=O)N3CCCc4ccccc43)n2-c2ccccc2)cc1	0.4
S=c1ccc2ccccc2[nH]1	1.8
O=C(NCC(c1ccccc1)c1ccccc1)[C@H](Cc1ccccc1)NC1(C(=O)NC2CCCCC2)CCC1	0.4
COc1ccc2c(c1)CCC/C2=N\Nc1nc(C(=O)NN)cs1	-0.9
COc1ccc(C(=O)c2cc([N+](=O)[O-])ccc2N2CCOCC2)cc1	2.4
N#C/C(=C/c1ccc(N2CCCCCC2)o1)c1cccc(F)c1	-2.5
CCOC(=O)/C(C#N)=C/C1=C(N2CCOCC2)C(C)(C)OCC1	1.6
Cc1ccc(S(=O)(=O)CC(N)=O)cc1	-2.2
Cn1c(N)c(C(=O)COC(=O)CC2CC3CCC2C3)c(=O)n(C)c1=O (stereo not given)	2.3
CCCN1Cc2cccc(C(=O)NC(CC(=O)OCC)c3ccc(C)cc3)c2C1=O (stereo not given)	-1.1
CN(C)CCN(C)C1CN(Cc2ccccc2)S(=O)(=O)C1 (stereo not given)	1.0
Cc1ccc(NC(=O)Cn2ccc([N+](=O)[O-])n2)cc1C	-0.4
CN(C)c1ncnc2c1NC1=C(S2)C(=NCCCC(=O)O)CC(C)(C)C1	1.1
N#Cc1ccc(CN2CCN(C(=O)C3CC(=O)N(c4ccccc4F)C3)CC2)cc1 (stereo not given)	-1.3
CCOc1ccc(N2C(=O)CC(NNc3nc4ccccc4s3)C2=O)cc1 (stereo not given)	-0.2
Cc1nc(N2CCOCC2)nc(N2CCCCC2C)c1[N+](=O)[O-] (stereo not given)	1.3
Cc1[nH]c(C)c(S(=O)(=O)N2CCN(c3cccc(C(F)(F)F)c3)CC2)c1C(=O)N1CCCC1	0.7
CCOC(=O)N1CCN(C(=O)CN(C2CCCCC2)S(=O)(=O)c2c(C)cc(C)cc2C)CC1	-1.5
Cc1ccc(S(=O)(=O)NC2=C(N3CCN(Cc4ccccc4)CC3)C(=O)c3ccccc3C2=O)cc1	0.0
CC(C)N1CCN(Cc2cccc3nonc23)CC1CCO (stereo not given)	-0.2
c1ccc(Cc2nc3ccccc3s2)cc1	-1.6
CC(=O)/C(=N\Nc1ccc(Cl)cc1Cl)Sc1cccc2cccnc12	-5.4
CCN(CC(=O)NCC(=O)Nc1cccc(C)c1C)Cc1ccccc1	-0.6
Cc1n[nH]c(=S)n1/N=C/c1c(O)ccc2ccccc12	0.9
CCc1nnc(NS(=O)(=O)c2ccc(NC(=S)Nc3ccc(F)cc3)cc2)s1	-0.2
COc1ccc(C(CC(=O)N2CCCC2)c2c(OC)cc(OC)c3ccc(=O)oc23)cc1 (stereo not given)	3.2
O=C(CNC(=O)N1CC(=O)Nc2ccccc21)Nc1ccccc1	-1.1
Clc1ccc2nc(C3CCN(Cc4nnnn4C4CCCCC4)CC3)[nH]c2c1	-0.1
COc1ccc(C(=O)NCCCNC(=O)c2ccccn2)cc1Br	0.1
COc1ccc(NC(=O)c2ccccc2SC)cc1OC	11.8*
O=C(c1ccc2ccccc2n1)N1CCN(S(=O)(=O)c2ccccc2)CC1	1.2
O=C(CNCCC1=CCCCC1)Nc1ccc(N2CCCCCC2)cc1	-1.6
CCOc1ccc(S(=O)(=O)N2CCN(Cc3ccccc3)CC2)cc1	-0.4
CCCCOc1ccccc1C1NC(=O)NC(C)=C1C(=O)OCc1ccco1 (stereo not given)	-1.4
O=C(Nc1ccccc1)N1CCC(C(=O)N2CCN(c3ccccc3F)CC2)CC1	5.6
O=C(CN1C(=O)/C(=C/c2cccc(Cl)c2)SC1=S)NC1C=CS(=O)(=O)C1 (stereo not given)	-0.3
CCC(C)Sc1ccc([C@@H]2[C@@H]3C(=O)N(C)C(=O)[C@@H]3[C@]3(C(=O)OC)CCCCN23)cc1 (stereo not given in full)	-1.9
CCOC(=O)c1oc2c(C)c(O)ccc2c(=O)c1-c1nncn1-c1ccccc1	0.6
CCC/C(=N\NC(=O)c1ccccc1C)c1ccccc1	10.3*

Some of the entries so far, with bars between the fields.
smiles | TTR transcr act
CC(=O)/C(=N\Nc1ccc(Cl)cc1Cl)Sc1cccc2cccnc12 | -5.4
CCN(CC(=O)NCC(=O)Nc1cccc(C)c1C)Cc1ccccc1 | -0.6
Cc1n[nH]c(=S)n1/N=C/c1c(O)ccc2ccccc12 | 0.9
CCc1nnc(NS(=O)(=O)c2ccc(NC(=S)Nc3ccc(F)cc3)cc2)s1 | -0.2
COc1ccc(C(CC(=O)N2CCCC2)c2c(OC)cc(OC)c3ccc(=O)oc23)cc1 (stereo not given) | 3.2
O=C(CNC(=O)N1CC(=O)Nc2ccccc21)Nc1ccccc1 | -1.1
Clc1ccc2nc(C3CCN(Cc4nnnn4C4CCCCC4)CC3)[nH]c2c1 | -0.1
COc1ccc(C(=O)NCCCNC(=O)c2ccccn2)cc1Br | 0.1
COc1ccc(NC(=O)c2ccccc2SC)cc1OC | 11.8*
O=C(c1ccc2ccccc2n1)N1CCN(S(=O)(=O)c2ccccc2)CC1 | 1.2
O=C(CNCCC1=CCCCC1)Nc1ccc(N2CCCCCC2)cc1 | -1.6
CCOc1ccc(S(=O)(=O)N2CCN(Cc3ccccc3)CC2)cc1 | -0.4
CCCCOc1ccccc1C1NC(=O)NC(C)=C1C(=O)OCc1ccco1 (stereo not given) | -1.4
O=C(Nc1ccccc1)N1CCC(C(=O)N2CCN(c3ccccc3F)CC2)CC1 | 5.6
O=C(CN1C(=O)/C(=C/c2cccc(Cl)c2)SC1=S)NC1C=CS(=O)(=O)C1 (stereo not given) | -0.3

Next section:
SMILES	TTR transcr act
Cn1cc(C(=O)N/N=C/C2=C(N3CCOCC3)C(=C\c3ccccc3)/CC2)ccc1=O	0.1
O=C(CCn1cncn1)N1CCN(S(=O)(=O)c2ccc(Cl)cc2)CC1	-0.7
O=C(Nc1ccc(Cl)c(Cl)c1)OCc1cncs1	-1.9
COc1ccc(S(=O)(=O)N2CCOCC2)cc1NC(=O)COc1ccc2c(C)cc(=O)oc2c1	0.5
Cc1ccc(-n2c(=O)[nH]c3cc(C(=O)NC4CCN(Cc5ccccc5)CC4)ccc3c2=O)cc1	0.2
COc1cccc(OCc2nnc(SCC(=O)N3c4ccccc4Sc4ccc(Cl)cc43)o2)c1	6.7
COc1ccc(CN2CCN(CCCc3ccccc3)C(CCO)C2)c(O)c1 (stereo not given)	0.4
O=C(CCN1C(=O)C2CC=CCC2C1=O)N1CCN(c2ccccn2)CC1 (stereo not given)	9.7*
CC1=C(C#N)C(c2ccccc2)C2=C(N1)c1ccccc1C2=O (stereo not given)	-0.9
O=C1CC(c2ccccc2)CC(O)=C1C=Nc1ccccc1O (stereo not given)	-2.8
C[N+](C)(C)CCN1C(=O)c2ccccc2C1=O	2.6
O=C(Oc1c(CN2CCOCC2)cc(Cl)c2cccnc12)c1ccccc1Br	-3.2
CCC1CCC/C1=N\NC(=O)c1ccccc1Cl (stereo not given)	-0.9
CCSc1n[nH]c(=S)s1	5.4
Cc1cccc(C(=O)NC(=S)NNC(=O)Cc2ccccc2)c1	-0.4
CN1OC[C@@H]2CN(C(=O)CCc3ccccc3)[C@H](c3ccc(-n4ccnc4)cc3)C[C@@H]21	0.1
CC(C)=NNC1=NC(C)(C)Cc2ccccc21	-0.7
CCOP(=O)(c1ccccc1)c1nc(-c2ccccc2C)oc1N1CCCCC1 (stereo not given)	-1.6
CC1CCC(NC(=O)CSc2nncn2C)CC1 (stereo not given)	-0.8
CC(=O)c1ccc(OCC(O)CN2CCN(S(=O)(=O)c3c(C)c(C)cc(C)c3C)CC2)cc1 (stereo not given)	-2.5
FC(F)(F)c1ccc(/C=N/N2CCN(Cc3ccccc3)CC2)cc1	-0.2
CC1(C)C(=O)Nc2ccccc2N1C(=O)CN1C(=O)NC(CCc2ccccc2)C1=O (stereo not given)	-0.9
CN(C(=O)CSc1nnc(-c2ccc(Cl)cc2)n1CC1CCCO1)C1CCS(=O)(=O)C1 (stereo not given)	-1.7
CSc1ccc(Cl)c(C(=O)Nc2nccs2)c1	-0.1
CNC[C@H]1Oc2c(NC(=O)C3CCCCC3)cccc2C(=O)N([C@H](C)CO)C[C@@H]1C	1.6
CCOC(=O)c1cc2c(=O)n3ccccc3nc2n(Cc2ccco2)c1=NC(=O)c1ccc(OC)cc1OC	-0.7
Cc1ccc(C)c(NS(=O)(=O)c2csc(C(N)=O)c2)c1	2.9
CCCOC(=O)CCNc1n[nH]c(=O)[nH]c1=O	2.0
COC(=O)c1ccccc1N=Nc1c(C)noc1C	-0.3
COc1ccc(-n2nc3ccccc3n2)cc1	-0.5
Cn1c(=O)oc2cc(S(=O)(=O)NCCC(=O)N3CCc4ccccc43)ccc21	1.3
Cc1cc(C)nc(SCC(=O)NCC2COc3ccccc3O2)n1 (stereo not given)	1.7
CC1Cc2[nH]c(=S)[nH]c(=O)c2C(c2ccc(F)cc2)O1 (stereo not given)	0.7
O=C(NCc1ccc(F)cc1)c1ccc(Br)o1	-0.3
C=CCOc1ccccc1CN1CCC(Cc2ccccc2)CC1	-1.2
CC1(C)Cc2nc(Cl)c(C(N)=O)cc2CO1	-0.7
CC1CCN(C(=O)Cn2c(=O)n(Cc3ccco3)c(=O)c3sccc32)CC1	-1.5
Cc1ccc(S(=O)(=O)/N=C(/c2ccc(F)cc2)N2CCOCC2)cc1	1.4
Cc1ccc(C(=O)Nc2nc3ccc(S(C)(=O)=O)cc3s2)cc1C	-0.9
O=C1C2C3C=CC(C4CC34)C2C(=O)N1c1cccc2ccccc12 (stereo not given)	-2.0
Cc1cccc(NC(=O)c2cc3ccccc3o2)c1	1.3
CCOC(=O)c1ccccc1NC(=O)CSc1nc(N)cc(N)n1	-1.4
O=C1CCCc2[nH]c(-c3ccccc3)nc21	0.1
Cc1ccc(OCC(=O)Nc2cc(S(=O)(=O)N3CCOCC3)ccc2Cl)c([N+](=O)[O-])n1	1.5
O=C(NNC(=O)C1CCN(S(=O)(=O)c2ccc(Cl)cc2)CC1)c1ccncc1	-0.9

2 entries drawn at random from those above, as already listed:
SMILES	TTR transcr act
Cc1ccc(OCC(=O)Nc2cc(S(=O)(=O)N3CCOCC3)ccc2Cl)c([N+](=O)[O-])n1	1.5
Cc1ccc(S(=O)(=O)/N=C(/c2ccc(F)cc2)N2CCOCC2)cc1	1.4

Other records follow.
SMILES	TTR transcr act
O=c1c2ccccc2nc(-c2ccco2)n1/N=C/c1ccccc1O	0.1
O=C(NC1CCN(Cc2ccccc2)CC1)c1ccc2c(c1)OCCCO2	0.4
O=C(CSc1ccccn1)Nc1ccc(Cl)cn1	8.5
COc1ccc(NC(=O)CCCc2ccc(OC)c(C)c2)cc1	1.6
Cn1[nH]c(CSc2ccc(Cl)cc2)cc1=O	3.1
CC(C)(C)NS(=O)(=O)c1ccc(CCC(=O)O)cc1	0.0
Cc1ccnc(NS(=O)(=O)c2ccc(N3C(=O)Nc4ccccc4N3O)cc2)c1	2.7
O=C(NCCOC(=O)c1ccc(C(=O)OCCNC(=O)c2cccnc2)s1)c1cccnc1	3.8
Cc1ccc(S(=O)(=O)N2[C@@H](c3ccccc3F)C(C(=O)O)=CC[C@H]2c2ccc(Cl)cc2)cc1	3.0
CN1CCN(/N=C/c2ccc(-c3ccc([N+](=O)[O-])cc3Cl)o2)CC1	-0.5
Cc1cccc(NC(=O)Nc2ccccc2)n1	-1.0
CC(=O)Oc1ccc2c(=O)oc(-c3ccccc3)nc2c1	-1.4
CC(OC(=O)c1ccc(Cl)cc1)C(=O)NCc1ccc2c(c1)OCO2 (stereo not given)	-1.1
C/C(=N\NC(=O)C(O)c1ccccc1)c1ccc(C)s1 (stereo not given)	-2.3
O=C(O)c1ccccc1C(=O)Nc1ccc(Br)c2cccnc12	-0.1
CC(=O)NCC(=O)N(C)C(C(=O)Nc1ccc2c(c1)OCCO2)c1ccc(C)cc1 (stereo not given)	4.4
CCOC(=O)CSC1=C(C#N)C(c2sccc2C)C(C(C)=O)=C(C)N1 (stereo not given)	-2.0
CC(C)(C)C1CCc2c(sc3c2C(=O)NC(c2ccco2)N3)C1 (stereo not given)	3.6
Cn1c2c(c(=O)n(C)c1=O)C(c1ccc(C(F)(F)F)cc1)CC(=O)N2 (stereo not given)	3.9
C=CCn1cc(C(=O)OC)c(=O)c2cc(S(=O)(=O)N3CCC(C)CC3)ccc21	1.1
CCOC(=O)Cn1nnnc1C(C(C)C)N(Cc1cc2c(C)cc(C)cc2[nH]c1=O)C1CCCC1 (stereo not given)	-3.3
CC1CCCC(NC(=O)COC(=O)c2cc3ccccc3oc2=O)C1C (stereo not given)	-0.8
CC(NC(=O)/C(=C/c1ccc2c(c1)OCO2)NC(=O)c1cccc([N+](=O)[O-])c1)C(=O)O (stereo not given)	-0.7
COc1ccc(NC(=S)NC(=O)/C=C/c2cccs2)cc1	4.3
COc1cccc(NC(=O)C(=O)N/N=C/c2ccc3c(c2)OCO3)c1	3.7
COc1ccc(CN2CCNC(=O)C2CC(=O)O)cc1OC (stereo not given)	-0.5
C[n+]1cc(C(O)(c2ccccc2)c2ccccc2)n2ccccc21	-0.1
COc1ccc(-c2nnn(CC(=O)NCc3ccc4c(c3)OCO4)n2)cc1OC	-0.6
CC1CCCC(NC(=S)NC(=O)c2ccco2)C1C (stereo not given)	-0.1
CCOC(=O)c1cc(-c2ccccc2)n(CC(=O)Nc2cccc(OC)c2)c1C	1.5
Cc1ccc(OCCCSc2n[nH]c(N)n2)cc1	1.3
O=C(c1ccco1)N1CCN(C(=O)c2ccc(CS(=O)c3cccc(Cl)c3)o2)CC1 (stereo not given)	1.6
N#Cc1ccccc1OCC(=O)NCC(c1ccc(F)cc1)N1CCOCC1 (stereo not given)	-0.3
COC(=O)c1ccc(COC(=O)c2ccc(SC)cc2OC)cc1	5.5
